E coli RNAP: inhibitors of Escherichia coli RNA polymerase. P0A8V2. E. coli RNA polymerase, fluorescence transcription assay. inhibition, %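 (tested at 10 µM)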. 0.2% of 62,000 active. AID 559; in the data active means inhibition above about 20%;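 further: 0% = enzyme without compound and 100% = no enzyme blank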
Hsp90 inh: displaces geldanamycin probe from tumor Hsp90; NCI-N417 lysate Hsp90, Cy3B-geldanamycin FP displacement; inhibition, % at 30 µM; AID 429; 0.35% of 64,000 active; P07900;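 active means inhibition above 50%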;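 further: 0% = tracer plus lysate wells and 100% = tracer alone without lysate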
D1 allo mod: D1 dopamine receptor (human) allosteric modulation; AID 641; HEK293 D1, CRE-luciferase, dopamine EC30 potentiation; actives deviate in either direction; P21728; B-score at 10 µM; 5.9% of 58,000 active;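 active means luminescence count or its row- and column-corrected plate score outside the 99.7% band of the plate's sample wells, on either side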
Target sequence (P21728 whole entry, looked up): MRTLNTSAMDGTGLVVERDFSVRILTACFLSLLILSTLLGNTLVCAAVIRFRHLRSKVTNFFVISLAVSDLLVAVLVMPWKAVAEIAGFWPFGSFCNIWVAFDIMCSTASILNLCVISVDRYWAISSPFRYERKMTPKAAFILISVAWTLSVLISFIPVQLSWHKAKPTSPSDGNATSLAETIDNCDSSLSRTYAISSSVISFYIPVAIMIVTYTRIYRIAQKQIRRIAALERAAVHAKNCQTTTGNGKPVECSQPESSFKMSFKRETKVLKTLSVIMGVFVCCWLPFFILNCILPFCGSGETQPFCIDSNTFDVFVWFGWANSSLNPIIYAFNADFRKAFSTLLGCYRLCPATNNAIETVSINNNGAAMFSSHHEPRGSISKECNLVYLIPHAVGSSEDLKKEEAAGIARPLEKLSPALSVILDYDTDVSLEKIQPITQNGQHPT
Fluor 339 460: intrinsic fluorescence of library compounds, ex339/em460 – biochemical, MLSMR library, data from DPM-DC assay, artefact control, profiling panel. fluorescence fold increase at 10 µM. 5.5% of 65,000 active. compound autofluorescence, ex339/em460 nm, NADH buffer; hits give high values; 1 = no-compound wells, NADH background. AID 709;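 active means at 10 µM, mean starting fluorescence two-fold or more over control wells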;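 further: signal is the first read of a kinetic run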
NADH coupling: inhibitors of enzymes used to reach an NAD/NADH endpoint; coupled PK/LDH NADH assays, four targets; IC50, µM (titrated, usually from 10 µM), for inactives: at the top dose inhibition; 0.02% of 65,000 active; AID 774;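 active means single-dose screening hits from any of four coupled enzyme assays that gave an IC50 when retested across doses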;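 further: the DPM-DC format reads NADH fluorescence rather than 340 nm absorbance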
M1 agonist: activates the M1 muscarinic receptor; B-score at 10 µM; CHO-M1 cells, Fluo-4 calcium fluorescence, agonist mode; hits give high values; 3% of 64,000 active;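 active means fluorescence rise, raw or as B-score row- and column-corrected plate score, outside the 99.7% band of its plate's samples, either direction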
HTR1A agonist: 5-HT1a (human) receptor agonism; AID 567; 0.56% of 65,000 active; activation, % at 10 µM; CHO 5-HT1a Ga15 NFAT-bla reporter, FRET ratio; 0% basal, 100% maximal reference agonist; P08908;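 active means activation above the screen-wide mean activation plus 3 SD, cut at about 19% in these data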;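 further: 0% = DMSO wells and 100% = 5-CT at EC100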
Target sequence (P08908 whole entry, looked up): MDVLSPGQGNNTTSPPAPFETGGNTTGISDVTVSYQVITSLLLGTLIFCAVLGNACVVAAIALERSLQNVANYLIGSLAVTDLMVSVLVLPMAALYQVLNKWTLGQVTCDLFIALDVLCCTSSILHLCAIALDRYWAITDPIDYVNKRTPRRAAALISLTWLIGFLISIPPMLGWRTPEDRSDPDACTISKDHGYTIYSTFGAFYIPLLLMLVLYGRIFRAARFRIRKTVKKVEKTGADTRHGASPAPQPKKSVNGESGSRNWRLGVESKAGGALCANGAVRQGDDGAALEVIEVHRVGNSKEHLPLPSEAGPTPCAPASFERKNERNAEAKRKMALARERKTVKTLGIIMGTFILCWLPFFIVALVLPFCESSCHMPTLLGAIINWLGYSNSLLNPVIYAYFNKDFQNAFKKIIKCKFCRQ
Her2 expr inh: inhibitors of human Her2 kinase expression | P04626 | SKBR-3 HER2 protein level, AlphaScreen, 18-24 h; hits give low values | AID 645 | 0.69% of 65,000 active | HER2 level % of control, % at 10 µM;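 active means HER2 level under 5% of the carrier-only control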;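 further: 100% = DMSO carrier and 0% = 500 nM PU-H71 HSP90 inhibitor; lower value means stronger loss of Her2 protein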
M1 antagonist: blocks the rat M1 muscarinic receptor response to acetylcholine; AID 628; 3.4% of 64,000 active; CHO-M1 cells, Fluo-4 calcium, ACh EC80 antagonist mode; hits give low values; P08482; B-score at 10 µM;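 active means calcium fluorescence response, raw or row-and-column corrected B-score, differing from the plate sample mean either way at a set confidence level, mostly lower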
The depositor's hits bear a star; [ ] = another dose, or the depositor's remark.

Screening COCC(=O)N1CCCc2ccccc21 returned Hsp90 inh -6.4, D1 allo mod -0.304, Fluor 339 460 1.14, NADH coupling 3.0%, M1 agonist -0.426, HTR1A agonist -1.4, Her2 expr inh 84.2 and M1 antagonist 0.
CCOCCCN(C(=O)c1ccco1)C(C(=O)NC1CCCC1)c1cccc(OC)c1OC (centres undefined) was read as E coli RNAP 2.2, Hsp90 inh -3.8, D1 allo mod -0.342, Fluor 339 460 1.05, NADH coupling 6.0%, M1 agonist -0.0128, HTR1A agonist -0.2, Her2 expr inh 136.1 and M1 antagonist 1.39.
Screening CC(C)(C)NC(=O)CSc1nnnn1C(C)(C)C returned E coli RNAP 5.4, Hsp90 inh 2.5, D1 allo mod -0.444, Fluor 339 460 1.07, NADH coupling 4.0%, M1 agonist -0.932, HTR1A agonist -3.4, Her2 expr inh 86.9 and M1 antagonist 0.213.
O=C(Nc1ccccc1N1CCOCC1)c1ccc(Br)o1 was read as E coli RNAP -0.5, Hsp90 inh -11.8, D1 allo mod 0.676, Fluor 339 460 1.08, NADH coupling 4.0%, M1 agonist -0.123, HTR1A agonist 0.0, Her2 expr inh 67.4 and M1 antagonist -0.124.
Screening O=C(OCCN1CCOCC1)c1ccc2c(c1)OCCO2 returned E coli RNAP 9.9, Hsp90 inh -6.7, Fluor 339 460 1.11, NADH coupling 5.0%, M1 agonist 0.986, HTR1A agonist 0.4, Her2 expr inh 180.7 and M1 antagonist 1.3.
COCc1nc2ccccc2n1Cc1ccc(Br)cc1 was read as E coli RNAP -1.8, Hsp90 inh -1.2, D1 allo mod 0.106, Fluor 339 460 1.06, NADH coupling 10.0%, M1 agonist -0.123, HTR1A agonist -1.0, Her2 expr inh 101.8 and M1 antagonist -0.378.
O=C(O)CS(=O)(=O)c1ccc(Oc2ccc(S(=O)(=O)CC(=O)O)cc2)cc1 was read as E coli RNAP 6.8, Hsp90 inh -1.2, D1 allo mod 0.0791, Fluor 339 460 1.02, NADH coupling 4.0%, M1 agonist 0.762, HTR1A agonist -3.4, Her2 expr inh 103.4 and M1 antagonist 0.919.
For COc1ccc(-c2cc(C(=O)NCCc3ccccc3)no2)cc1OC the results were E coli RNAP 8.1, Hsp90 inh 2.2, D1 allo mod 0.143, Fluor 339 460 1.04, NADH coupling 2.0%, M1 agonist 0.3, HTR1A agonist -4.5, Her2 expr inh 96.2 and M1 antagonist 0.791.
CCN(CC)S(=O)(=O)c1ccc2oc(C(=O)N3CCCCCC3)c(C)c2c1 was read as E coli RNAP 7.9, D1 allo mod 0.218, Fluor 339 460 1.08, NADH coupling 4.0%, M1 agonist 2.7, HTR1A agonist 1.0, Her2 expr inh 194.2 and M1 antagonist -0.349.
Screening COc1ccc(C(=O)N2CCN(S(=O)(=O)c3ccc(C)cc3C)CC2)cc1OC returned E coli RNAP 1.3, Hsp90 inh -1.0, D1 allo mod 4.65*, Fluor 339 460 0.86, NADH coupling 12.0%, M1 agonist 0.0483, HTR1A agonist -0.8, Her2 expr inh 96.1 and M1 antagonist -0.0715.
Screening CSc1nnc([C@H](C)NC(=O)OC(C)(C)C)o1 returned E coli RNAP -6.0, Hsp90 inh -3.2, D1 allo mod -0.781, Fluor 339 460 1.12, NADH coupling 1.0%, M1 agonist -0.709, HTR1A agonist -1.6, Her2 expr inh 105.2 and M1 antagonist 0.0705.
For COc1cc(NC(=O)c2cccs2)c(C(=O)OCC(=O)NCc2ccco2)cc1OC the results were E coli RNAP -0.9, Hsp90 inh -5.8, D1 allo mod -0.0461, Fluor 339 460 1.44, NADH coupling 17.0%, M1 agonist 1.57, HTR1A agonist -1.5, Her2 expr inh 119.0 and M1 antagonist 0.364.
`O=C(CNS(=O)(=O)c1ccc(F)cc1)N1CCN(c2ccc(F)cc2)CC1` gave E coli RNAP 2.8, Hsp90 inh 0.9, D1 allo mod -0.748, Fluor 339 460 1.09, NADH coupling 4.0%, M1 agonist -0.941, HTR1A agonist -3.6, Her2 expr inh 74.7 and M1 antagonist -0.0248.
Screening NC(=O)c1ccccc1NS(=O)(=O)Cc1ccccc1 returned E coli RNAP 1.2, Hsp90 inh -3.5, D1 allo mod 0.14, Fluor 339 460 2.15*, NADH coupling 7.0%[fluoresces], M1 agonist -1.24, HTR1A agonist 0.1, Her2 expr inh 94.0 and M1 antagonist -0.946.
Screening COc1cc(C2CC(=O)c3c([nH]c(C(=O)OCCOC(C)C)c3C)C2)cc(OC)c1OC (centres undefined) returned E coli RNAP 6.5, Hsp90 inh -4.7, D1 allo mod -5.81, Fluor 339 460 1.02, NADH coupling 0.0%, M1 agonist 3.23*, HTR1A agonist 0.6, Her2 expr inh 81.0 and M1 antagonist 0.224.
`CS(=O)(=O)c1ccc(Cl)c(NC(=O)C2CC(=O)N(Cc3ccccc3)C2)c1` (centres undefined) gave E coli RNAP 8.5, Hsp90 inh -4.7, D1 allo mod -0.586, Fluor 339 460 1.16, NADH coupling 4.0%, M1 agonist 1.28, HTR1A agonist -3.8, Her2 expr inh 118.2 and M1 antagonist 0.19.
O=C(CN1CCN(c2cccc(Cl)c2)CC1)N1CCCC1 was read as E coli RNAP 8.5, Hsp90 inh 0.9, D1 allo mod -0.476, Fluor 339 460 1.04, NADH coupling 3.0%, M1 agonist 1.07, HTR1A agonist -3.0, Her2 expr inh 83.3 and M1 antagonist -0.0738.
For Cc1cc(=O)n2nc(N3CCC(C(=O)NCCc4ccccc4)CC3)sc2n1 the results were E coli RNAP 4.6, Hsp90 inh -6.6, D1 allo mod 0.541, Fluor 339 460 1.1, NADH coupling 7.0%, M1 agonist -0.613, HTR1A agonist -1.9, Her2 expr inh 104.5 and M1 antagonist -0.771.
`CC(=O)N1C(C(=O)O)CSC1c1ccc(C)cc1` (centres undefined) gave E coli RNAP -0.3, Hsp90 inh 15.1, Fluor 339 460 1.02, NADH coupling 1.0%, M1 agonist 1.74, HTR1A agonist -2.7, Her2 expr inh 88.2 and M1 antagonist -0.838.
CCCCOc1ccc(C(=O)NCc2ccco2)cc1 was read as E coli RNAP 0.3, Hsp90 inh -3.0, D1 allo mod 0.443, Fluor 339 460 1.15, NADH coupling 3.0%, M1 agonist 1.27, HTR1A agonist -2.3, Her2 expr inh 74.7 and M1 antagonist -0.0119.

Brought forward from above: 2 entries, followed by the next part.
`CC(=O)N1C(C(=O)O)CSC1c1ccc(C)cc1` (centres undefined) gave E coli RNAP -0.3, Hsp90 inh 15.1, Fluor 339 460 1.02, NADH coupling 1.0%, M1 agonist 1.74, HTR1A agonist -2.7, Her2 expr inh 88.2 and M1 antagonist -0.838.
CCCCOc1ccc(C(=O)NCc2ccco2)cc1 was read as E coli RNAP 0.3, Hsp90 inh -3.0, D1 allo mod 0.443, Fluor 339 460 1.15, NADH coupling 3.0%, M1 agonist 1.27, HTR1A agonist -2.3, Her2 expr inh 74.7 and M1 antagonist -0.0119.
`COC(=O)COc1ccc(S(=O)(=O)Nc2cc(OC)ccc2OC)cc1` gave E coli RNAP 8.3, Hsp90 inh 17.9, D1 allo mod -0.143, Fluor 339 460 1.07, NADH coupling 6.0%, M1 agonist -1.16, HTR1A agonist -0.2, Her2 expr inh 147.9 and M1 antagonist 0.536.
For CC(C)c1nnc(NC(=O)Cc2cccs2)s1 the results were E coli RNAP 10.3, Hsp90 inh -3.4, D1 allo mod -0.509, Fluor 339 460 1.04, NADH coupling 1.0%, M1 agonist 2.05, HTR1A agonist 2.0, Her2 expr inh 64.6 and M1 antagonist -0.85.
COCCn1c(SCC(=O)c2ccc(CNC(C)=O)o2)nc2ccccc2c1=O was read as Hsp90 inh 1.9, D1 allo mod -0.128, Fluor 339 460 1.02, NADH coupling 6.0%, M1 agonist -0.96, HTR1A agonist 1.4, Her2 expr inh 52.8 and M1 antagonist 0.464.
O=C(NCc1ccco1)C1CCC(N2C(=O)c3ccccc3C2=O)CC1 (centres undefined) was read as E coli RNAP 1.9, Hsp90 inh -2.4, D1 allo mod 1.16, Fluor 339 460 1.08, NADH coupling 0.0%, M1 agonist -0.711, HTR1A agonist 0.4, Her2 expr inh 94.8 and M1 antagonist -0.469.
Screening Cc1ccc2nc(-c3ccccc3)cn2c1 returned E coli RNAP 0.6, Hsp90 inh -0.5, Fluor 339 460 2.94*, NADH coupling 8.0%, M1 agonist 1.66, HTR1A agonist -1.4, Her2 expr inh 105.9 and M1 antagonist 1.97.
Screening C=CCn1c(SCC(=O)N2CCOCC2)nc2scc(-c3ccco3)c2c1=O returned E coli RNAP 4.7, Hsp90 inh -5.5, D1 allo mod 1.79, Fluor 339 460 1.1, NADH coupling 3.0%, M1 agonist 0.105, HTR1A agonist 28.6*, Her2 expr inh 75.4 and M1 antagonist 0.0159.
`CCOc1ccc(C2CC(c3cccc(OC)c3)n3nc(N)nc3N2)cc1` (centres undefined) gave E coli RNAP 2.6, Hsp90 inh -2.9, D1 allo mod 1.79, Fluor 339 460 1.13, NADH coupling 4.0%, M1 agonist -0.331, HTR1A agonist -1.5, Her2 expr inh 72.8 and M1 antagonist 0.0298.
`COC(=O)c1ccccc1NC(=O)Nc1ccc(C(=O)N2CCCC2)cc1` gave E coli RNAP 9.5, Hsp90 inh -0.7, D1 allo mod 0.983, Fluor 339 460 1.08, NADH coupling 8.0%, M1 agonist -0.763, HTR1A agonist -0.8, Her2 expr inh 109.4 and M1 antagonist 0.419.
O=S(=O)(NCc1cccs1)c1cccc(S(=O)(=O)N2CCCCC2)c1 was read as E coli RNAP 6.1, Hsp90 inh -4.7, D1 allo mod 1.56, Fluor 339 460 1.05, NADH coupling 2.0%, M1 agonist -0.972, HTR1A agonist -1.9, Her2 expr inh 103.8 and M1 antagonist 0.119.
`CCOc1ccc(C2C(C(=O)c3ccc(C)o3)=C(O)C(=O)N2CCN2CCOCC2)cc1OC` (centres undefined) gave Hsp90 inh -4.9, Fluor 339 460 1.06, NADH coupling 4.0%, M1 agonist -0.279, HTR1A agonist 2.3, Her2 expr inh 120.0 and M1 antagonist -0.104.
`Cc1cc(C(=O)Nc2cnn(Cc3ccc(Cl)cc3Cl)c2)no1` gave E coli RNAP 4.7, Hsp90 inh -0.2, D1 allo mod -0.815, Fluor 339 460 1.1, NADH coupling 6.0%, M1 agonist -0.452, HTR1A agonist 0.8, Her2 expr inh 69.7 and M1 antagonist -0.0139.
For CCOc1ccc(C(=O)CSc2nnc(N)s2)cc1 the results were E coli RNAP 13.9, Hsp90 inh -1.5, D1 allo mod 0.175, Fluor 339 460 0.82, NADH coupling 9.0%, M1 agonist -0.296, HTR1A agonist -2.3, Her2 expr inh 64.9 and M1 antagonist 0.256.
Screening COc1cccc(C2=NOC(C(=O)Nc3cccnc3)C2)c1 (centres undefined) returned E coli RNAP 1.7, Hsp90 inh 0.2, D1 allo mod 0.238, Fluor 339 460 1.08, NADH coupling 4.0%, M1 agonist -0.985, HTR1A agonist -0.6, Her2 expr inh 128.0 and M1 antagonist -0.811.
COC(=O)CCCC[C@H]1SC[C@H]2NC(=O)N[C@]21O was read as E coli RNAP 2.2, Hsp90 inh 1.9, Fluor 339 460 1, NADH coupling 5.0%, M1 agonist -0.233, HTR1A agonist -3.0, Her2 expr inh 135.4 and M1 antagonist 0.354.
`CCOC(=O)C1=C(C(C)=O)C(c2cccnc2)C(C#N)=C(N)O1` (centres undefined) gave E coli RNAP 4.5, Hsp90 inh -3.7, Fluor 339 460 1.05, NADH coupling 2.0%, M1 agonist -0.104, HTR1A agonist 1.5, Her2 expr inh 87.2 and M1 antagonist 1.17.
Screening Cc1oc(-c2ccc(Cl)cc2)nc1CN1CCCC(C(=O)N2CCc3ccccc32)C1 (centres undefined) returned E coli RNAP 5.5, Hsp90 inh 0.6, D1 allo mod -0.0539, Fluor 339 460 1.01, NADH coupling 5.0%, M1 agonist -0.117, HTR1A agonist -2.6, Her2 expr inh 107.1 and M1 antagonist -0.179.
CC1(C)CC(=O)C(C=NCc2cccnc2)=C(O)C1 was read as E coli RNAP 0.6, Hsp90 inh -3.4, D1 allo mod 1.34, Fluor 339 460 1.13, NADH coupling 4.0%, M1 agonist -1.04, HTR1A agonist 0.5, Her2 expr inh 100.7 and M1 antagonist -0.082.
